TCR CD3 inh – inhibitors of human TCR-CD3 interaction; AID 651800; inhibition, % at 9.4 µM; 0.37% of 360,000 active; TAMRA-labeled TCR probe fluorescence, biochemical; in the data active means inhibition above about 19%;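 further: recombinant mutant TCR 2C K166C tagged with TAMRA read by polarization; 0% = receptor in buffer alone and 100% = receptor with positive control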
mABHD4 FP – inhibitors of mouse ABHD4; AID 720543; inhibition, % at 8.92 µM; 0.54% of 370,000 active; Q8VD66; purified mABHD4, FP-Rh probe fluorescence polarization;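 active means inhibition exceeding the mean over every tested compound plus 3 SD, cut at about 30% in these data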;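 further: 0% = plate median of compound wells and 100% = S159A mutant with DMSO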
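Material: mouse ABHD4 enzyme, wild type; Benchmarks: S159A mutant high control, sample median low control; Buffer or medium: HEPES pH 7.0, NaCl, Pluronic buffer; Signal: fluorescence polarization; Read-out: percent inhibition of probe binding, normalized to plate controls; Timing: pre-incubation 45 min, probe exposure 60 min, at 25 °C; Dosing: 8.92 µM, single dose.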
GC-B act – GC-B (human) receptor activation; 0.11% of 370,000 active; AID 1920062; HEK293-GC-B cells, CNP EC30, cGMP TR-FRET; 0% at EC30 CNP, 100% saturating CNP; P20594; activation, % at 10 µM;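 active means activation at 10 µM reaching about 35% in either raw or pattern-adjusted values, limit read from the data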
rCAG RNA binder – molecules binding r(CAG) RNA repeats; r(CAG) RNA repeat, TO-PRO-1 dye displacement fluorescence; inhibition, % at 3 µM; 1.3% of 370,000 active;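 active means inhibition above the plate cutoff, the mean of all test compounds on that plate plus 3 SD, cut at about 35% in these data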;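 further: 0% = DMSO alone and 100% = 100 µM mitoxantrone as full dye displacement; higher means more dye released from RNA so lower well fluorescence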
LEDGF integ inh – blocks HIV-1 LEDGF/p75-dependent DNA integration; TR-FRET IN-LEDGF/p75 DNA integration, Eu/Cy5; inhibition, % at 3.7 µM; 0.64% of 370,000 active;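 active means inhibition above the screen-wide mean plus 3 SD, cut at about 13% in these data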;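 further: signal is the Cy5 over europium emission ratio at 671 and 618 nm; 0% = plate median of compound wells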
TDP2 absorb – blocks human TDP2 phosphodiesterase activity. 0.34% of 370,000 active. inhibition, % at 12.8 µM. O95551. AID 720702. recombinant TDP2, T5PNP hydrolysis, p-nitrophenol absorbance 415 nm;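 active means inhibition above the mean of all tested compounds plus 3 SD, set per campaign, cut at about 25% in these data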;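 further: 0% = DMSO with enzyme and 100% = buffer with substrate but no TDP2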
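Read-out basis: percent inhibition. System: recombinant human TDP2. Buffer or medium: Mg2+-containing Tris-HCl buffer, pH 7.5. Repeats: single replicate. Timing: reaction 2 h, 37 °C. Benchmarks: high control without enzyme, low control DMSO plus TDP2. Probe or stimulus: 5 mM T5PNP. Doses: 12.8 µM only. Measured by: epi absorbance of p-nitrophenol freed from T5PNP by hydrolysis.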
MBD2 inh – MBD2-methylated oligo binding inhibition | Q9UBB5 | TR-FRET, MBD2 binding to methylated oligonucleotide | inhibition, % at 4.4 µM | 0.31% of 370,000 active; in the data active means inhibition above about 13%
SIAE primary – inhibitors of human sialic acid acetylesterase SIAE; 0.69% of 370,000 active; inhibition, % at 9.66 µM; Q9HAT2; SIAE FP-Rh probe binding, fluorescence polarization;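 active means inhibition above a cutoff: mean of compounds within the control limits plus 3 SD of those, cut at about 17% in these data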;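 further: 0% = plate median of compound wells and 100% = probe without SIAE protein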
Target sequence (Q9HAT2 whole entry, looked up): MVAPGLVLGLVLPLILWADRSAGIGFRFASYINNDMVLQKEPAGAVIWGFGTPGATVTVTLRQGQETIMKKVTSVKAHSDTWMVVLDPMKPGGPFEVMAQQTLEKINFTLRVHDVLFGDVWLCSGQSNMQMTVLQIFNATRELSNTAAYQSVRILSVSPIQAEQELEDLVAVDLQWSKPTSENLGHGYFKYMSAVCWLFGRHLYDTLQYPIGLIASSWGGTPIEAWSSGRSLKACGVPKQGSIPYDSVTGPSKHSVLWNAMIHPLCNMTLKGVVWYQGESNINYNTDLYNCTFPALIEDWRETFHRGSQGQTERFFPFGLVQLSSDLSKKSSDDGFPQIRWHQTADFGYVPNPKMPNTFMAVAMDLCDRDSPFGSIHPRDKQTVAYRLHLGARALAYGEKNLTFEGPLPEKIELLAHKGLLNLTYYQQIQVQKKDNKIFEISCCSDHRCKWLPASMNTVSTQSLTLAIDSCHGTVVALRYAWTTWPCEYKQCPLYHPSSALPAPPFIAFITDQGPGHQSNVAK
HTRA1 inh – blocks human HTRA1 serine peptidase; recombinant HTRA1, FP-rhodamine activity-based probe, fluorescence polarization; inhibition, % at 5.96 µM; AID 504803; Q92743; 0.5% of 340,000 active; in the data active means inhibition above about 36%;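 further: 0% = enzyme with DMSO and 100% = wells lacking enzyme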
Target sequence (Q92743 whole entry, looked up): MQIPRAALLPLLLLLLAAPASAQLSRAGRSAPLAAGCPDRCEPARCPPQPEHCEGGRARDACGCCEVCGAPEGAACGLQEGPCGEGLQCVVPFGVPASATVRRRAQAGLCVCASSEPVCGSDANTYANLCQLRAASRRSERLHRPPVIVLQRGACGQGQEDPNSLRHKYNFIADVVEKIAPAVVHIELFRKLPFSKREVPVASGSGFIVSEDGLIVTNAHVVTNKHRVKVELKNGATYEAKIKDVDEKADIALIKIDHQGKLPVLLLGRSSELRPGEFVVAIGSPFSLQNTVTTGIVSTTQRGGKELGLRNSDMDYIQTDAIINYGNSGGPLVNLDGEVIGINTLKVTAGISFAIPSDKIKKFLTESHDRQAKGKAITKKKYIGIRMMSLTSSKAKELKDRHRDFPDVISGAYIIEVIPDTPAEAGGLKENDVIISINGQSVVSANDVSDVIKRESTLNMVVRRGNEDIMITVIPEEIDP
PRMT1 FP inh – PRMT1 (human) inhibition, primary screen; recombinant PRMT1, activity-based probe fluorescence polarization; inhibition, % at 2.79 µM; 1.3% of 370,000 active;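 active means inhibition above about 21% made by adding two undisclosed values, limit read from the data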
Numbers without * were called inactive; · = no result given.

SMILES | TCR CD3 inh | mABHD4 FP | GC-B act | rCAG RNA binder | LEDGF integ inh | TDP2 absorb | MBD2 inh | SIAE primary | HTRA1 inh | PRMT1 FP inh
COC(=O)[C@@]12C[C@@H](CC(=O)N3CCC(c4ccccc4)CC3)C(=O)N(CCc3ccc(OC)c(OC)c3)C1=CCC(C)(C)C2 | -1 | -2 | 5 | 8 | 1 | -1 | -4 | -5 | · | -3
CCOc1ccc(-n2c(SCC(=O)Nc3cccc4ccccc34)nnc2-c2cccs2)cc1 | · | -3 | -2 | 12 | -1 | -9 | 4 | -1 | · | 0
C=CCSc1nc2sc3c(c2c(=O)n1-c1ccccc1)CCN(C)C3 | -3 | -8 | -1 | 9 | 11 | -15 | -3 | 2 | -8 | 6
Cn1cc(C(=O)C(=O)N2CCCc3ccccc32)c2ccccc21 | 3 | -3 | -1 | -2 | 1 | -2 | -2 | -3 | -1 | -8
CCCCCn1c(SCCN2CCOCC2)nc2c1c(=O)[nH]c(=O)n2C | 3 | 7 | 1 | -9 | 0 | 2 | -1 | 3 | 3 | 9
COc1ccc(NC(=O)N2CCC(N(C)CCC(C)C)CC2)cc1OC | · | 0 | -7 | 1 | 4 | 0 | -3 | 0 | · | -6
CC1(C(=O)NCc2cccnc2)Cc2c(-c3cccc(C(F)(F)F)c3)ccnc2O1 (stereo unspecified) | -11 | -9 | -6 | 0 | 6 | -7 | -3 | -1 | · | -3
Cc1ccc(CNC(=O)[C@H](Cc2ccccc2)NC(=O)C2CCNCC2)cc1 | 7 | 6 | 1 | 1 | 4 | -5 | -7 | 0 | -2 | 0
O=C(/C=C/c1ccc(OC(F)F)cc1)Nc1cccc(S(=O)(=O)NC2=NCCCCC2)c1 | 1 | -23 | 5 | 6 | 0 | -8 | 3 | -32 | -41 | -5
Cc1cc(N2CCN(c3ccccn3)CC2)n2cc(-c3ccccc3)nc2n1 | -4 | -22 | -3 | 3 | -1 | -6 | 5 | 0 | -7 | 4
Cc1ccc(S(=O)(=O)N2CCN(CC(=O)N/N=C\C(Cl)=C\c3ccccc3)CC2)cc1 | 6 | 2 | -1 | 4 | -5 | -6 | -1 | -11 | -5 | -2
COc1ccc(F)c(CN2CCC(N3CCC(C(=O)N4CCOCC4)CC3)CC2)c1 | 11 | 3 | 0 | -5 | -1 | -4 | -2 | -2 | 10 | -3
COCCN1C(=O)c2cc(C(=O)Nc3ccc(OC)c(OC)c3)ccc2C1Nc1ccc(OC)c(OC)c1 (stereo unspecified) | 3 | -3 | 0 | 0 | -1 | -19 | 0 | -6 | -1 | 2
CCOC(=O)N1CCC(N2C(=O)c3ccccc3C2Nc2cc(C(=O)OC)cc(C(=O)OC)c2)CC1 (stereo unspecified) | -7 | 8 | -10 | 2 | 0 | -13 | -2 | -5 | -9 | -3
C/C(CC(=O)Nc1ccccc1[N+](=O)[O-])=N\NC(=O)COc1ccccc1C | -3 | -8 | 2 | 6 | -1 | -3 | -7 | 15 | 4 | 2
O=C(CCN1CCN(Cc2ccccc2)CC1)NNC(=O)Cc1ccc(Cl)c(Cl)c1 | -1 | 11 | -5 | -2 | -1 | 4 | 4 | 0 | 1 | 3
COc1ccc(NC(=O)CCCN(C)S(=O)(=O)c2ccc(C)cc2)cc1 | 6 | 1 | 7 | -6 | 2 | 15 | -1 | 2 | 1 | -2
COc1cccc(NC(=O)Nc2cccc(C(=O)O)c2)c1 | -3 | -7 | 2 | 2 | 5 | 6 | -2 | 6 | -6 | -4
Cc1ccc(C(=O)Oc2ccccc2N2C(=O)C3CCCCC3C2=O)cc1 (stereo unspecified) | 1 | 4 | 0 | -2 | 2 | 7 | -4 | -1 | 4 | 1
O=C(O)CC12CC3CC(C1)CC(n1ncc(NCC4CCCO4)c(Cl)c1=O)(C3)C2 (stereo unspecified) | 0 | 1 | 4 | -4 | 3 | 11 | -2 | -6 | 4 | 2
Cc1cc(/C=N/NC(=O)c2cccs2)c(C)n1-c1cnccn1 | 2 | -2 | 7 | 2 | 0 | -3 | -5 | 3 | 3 | -2
Cc1cn(C2CC3OCC3O2)c(=O)[nH]c1=O (stereo unspecified) | 7 | 2 | 4 | 0 | -1 | -11 | 0 | -10 | 1 | 2
O=C(COC(=O)CNC(=O)c1cccc(F)c1)NCCC1=CCCCC1 | 2 | 0 | -2 | -2 | -2 | 1 | -1 | 0 | -9 | 3
CCSC1OC(C(COC(C)=O)OC(C)=O)C(OC(C)=O)C1NC(C)=S (stereo unspecified) | 2 | 6 | -2 | 0 | -1 | 2 | 2 | 10 | 0 | 10
CCn1cc(CNC(=O)C2CCC(=O)N(CCc3cccc(F)c3)C2)cn1 (stereo unspecified) | 2 | 2 | 3 | -4 | 3 | 7 | -6 | -4 | -4 | 0
Next compounds follow.
SMILES | TCR CD3 inh | mABHD4 FP | GC-B act | rCAG RNA binder | LEDGF integ inh | TDP2 absorb | MBD2 inh | SIAE primary | HTRA1 inh | PRMT1 FP inh
Nc1nnc(SCC(=O)NCc2ccc3c(c2)OCO3)s1 | 2 | 4 | -1 | 0 | 0 | -3 | -5 | 0 | 2 | -3
Cc1ccccc1NC(=O)C1C2CCC(O2)C1C(=O)O (stereo unspecified) | 4 | 5 | -3 | 0 | 0 | 6 | -2 | 0 | 6 | 1
Cc1ccc(S(=O)(=O)c2c(COC(=O)c3ccccc3Cl)c(-c3ccccc3)nn2C)cc1 | -1 | 0 | 7 | 11 | 0 | 3 | 3 | 5 | -5 | 0
N[C@@H](Cc1ccccc1)C(=O)N1CCC(C(=O)N[C@@H](CCC(=O)O)C(=O)O)CC1 | -1 | 0 | 6 | -2 | -2 | 1 | 3 | 11 | -4 | 1
CN(N)c1ccc2c(C(F)(F)F)cc(C(F)(F)F)nc2n1 | 0 | 3 | 2 | -3 | -4 | -3 | -1 | 9 | 7 | -1
O=C(OCC(=O)N1CCc2ccccc21)c1cccc(S(=O)(=O)N2CCCc3ccccc32)c1 | -2 | -2 | 3 | -1 | 1 | -4 | -5 | -2 | 0 | -6
CC(OC(=O)Cn1cnc2c1c(=O)n(C)c(=O)n2C)C(=O)Nc1ccc(Cl)cc1 (stereo unspecified) | -6 | 6 | -4 | -3 | -2 | 3 | 0 | 4 | -1 | 1
Cc1noc(C)c1S(=O)(=O)N1CCC(C(=O)NCCC2=CCCCC2)CC1 | -1 | 4 | 5 | 0 | 0 | -4 | 2 | 1 | 2 | -3
Cc1ccc(CNC(=O)[C@H](C)NC(=O)C2CCN(C(=O)[C@@H]3CCCN3C(=O)OC(C)(C)C)CC2)cc1 | 12 | -1 | -4 | -9 | -3 | 1 | 1 | 4 | -1 | -5
COc1ccc(CNC(=O)C(=O)NCCC2CCCCN2S(=O)(=O)c2cccs2)cc1 (stereo unspecified) | 0 | -2 | 1 | -4 | 1 | 4 | -2 | -3 | -9 | -2
Cc1c(Cl)cccc1NC(=O)CCNC(=O)N1CC(=O)Nc2ccccc21 | -5 | 9 | -2 | -2 | 3 | 4 | 1 | 5 | -1 | 3
COc1cccc(/C=C2\C=C(c3ccc(C)cc3)OC2=O)c1OC(C)=O | 3 | 4 | 1 | 11 | 3 | 0 | -1 | 1 | -17 | 1
Cc1occc(=O)c1OCc1ccc(F)cc1 | 0 | 0 | 2 | 1 | 4 | -11 | -7 | 7 | 1 | -3
O=C(Nc1ccccc1)c1ccc2c(c1)OCO2 | 4 | -3 | -2 | -2 | 3 | -2 | 5 | -3 | -1 | 2
CCOc1ccc(S(=O)(=O)NCc2cccnc2)c2ccccc12 | -2 | 6 | -1 | 1 | -3 | -10 | 1 | 0 | 0 | 1
O=C(Nc1ccccc1C(=O)Nc1nncs1)c1ccccc1 | -5 | -6 | 2 | 4 | -9 | -3 | 0 | -14 | 4 | 1
CC(=O)Nc1ccc(S(=O)(=O)N2CCC3(CC2)OCCO3)cc1 | 2 | 0 | 2 | -1 | 1 | 0 | -2 | 1 | 6 | 1
COc1ccc(OC)c(N(/C(N)=N/c2nc(C)cc(C)n2)S(=O)(=O)c2ccc(NC(C)=O)cc2)c1 | -4 | -2 | 6 | -1 | -5 | -17 | -2 | 0 | 2 | -2
COc1ccc(CN(C(=O)c2snc(C(N)=O)c2N)C(CC(C)C)C(=O)NC2CCCCC2)cc1 (stereo unspecified) | 10 | -13 | -5 | 0 | -1 | 2 | -5 | -4 | -23 | 0
CCCCNC(=S)N(C)/N=C/c1ccccc1F | 9 | -6 | 5 | -4 | 1 | -10 | 5 | 1 | -21 | -3
CC(C)NC(=O)Nc1cccc2c1O[C@H](CN(C)S(C)(=O)=O)[C@@H](C)CN([C@H](C)CO)C2=O | 9 | -3 | 5 | 0 | 1 | 4 | -7 | -3 | 2 | 0
CCC(C)n1c(=O)c(C(=O)Nc2ccccc2S(N)(=O)=O)c(O)c2ccccc21 (stereo unspecified) | 6 | -12 | 1 | 16 | 0 | 10 | 1 | -5 | -15 | 3
CSc1ccc(CN(C)C(=O)c2cc(S(=O)(=O)NCc3ccccc3)ccc2C)cc1 | 0 | -10 | -6 | -3 | -2 | -4 | -1 | 1 | -21 | -1
Nc1ccccc1-c1nnc(SCc2ccccc2F)[nH]c1=O | -1 | 7 | -2 | 8 | 2 | 2 | -2 | -3 | -6 | 4
COC(=O)c1cc(NC(=O)NC2CCCCN(Cc3cccc(Cl)c3)C2=O)cc(C(=O)OC)c1 (stereo unspecified) | · | 2 | 2 | 8 | -3 | -8 | 0 | 2 | · | -1

Results in LEDGF integ inh (2 entries from above):
structure	LEDGF integ inh
O=C(Nc1ccccc1)c1ccc2c(c1)OCO2	3
CCOc1ccc(S(=O)(=O)NCc2cccnc2)c2ccccc12	-3

Further results.
SMILES | TCR CD3 inh | mABHD4 FP | GC-B act | rCAG RNA binder | LEDGF integ inh | TDP2 absorb | MBD2 inh | SIAE primary | HTRA1 inh | PRMT1 FP inh
CC(=O)Nc1cccc(C(=O)Nc2ccccc2N2CCOCC2)c1 | 5 | 4 | 3 | -4 | 1 | -6 | -3 | 6 | 6 | -3
CCC(C(=O)Nc1cccc(S(=O)(=O)N(C)c2ccccc2)c1)c1ccccc1 (stereo unspecified) | -2 | -39 | -1 | 6 | 0 | 2 | 1 | -9 | -39 | 0
O=C(COC(=O)c1ccc(F)cc1F)NC(=O)Nc1ccc2c(c1)OCCO2 | -11 | 2 | -6 | -3 | 0 | 9 | -2 | 6 | 13 | -3
Cc1noc(C)c1COc1ccccc1C(=O)Nc1cccc(S(=O)(=O)N(C)C)c1 | 0 | -5 | 4 | -1 | 3 | 8 | 1 | -1 | -3 | -3
Cc1cccc(-n2c(Cc3ccccc3)nnc2SCC(=O)N2CCOCC2)c1 | -3 | 5 | 1 | -3 | -4 | -20 | 4 | -2 | 1 | -3
CCC1(c2ccc(F)cc2)NC(=O)N(CC(=O)N2CCN(C(=O)c3cccs3)CC2)C1=O (stereo unspecified) | -8 | -1 | 1 | -2 | -3 | 7 | 3 | 0 | 1 | 0

Screens: PubChem BioAssay, several laboratories

A portion of the library. The share of hits here may be higher or lower than overall.
